FEN1 inh – qHTS Assay for the Inhibitors of Human Flap endonuclease 1 (FEN1); Recombinant FEN1 flap cleavage, fluorescence, 15 min; Potency, µM (titrated, usually from 114 µM), inactives show at the highest dose activity change, negative = inhibition, usual class: inhibitors; 0.35% of 390,000 active; AID 588795, 2011; note: nearly all actives have a fitted effect of over 65% in size
Target sequence (P39748 whole entry, looked up): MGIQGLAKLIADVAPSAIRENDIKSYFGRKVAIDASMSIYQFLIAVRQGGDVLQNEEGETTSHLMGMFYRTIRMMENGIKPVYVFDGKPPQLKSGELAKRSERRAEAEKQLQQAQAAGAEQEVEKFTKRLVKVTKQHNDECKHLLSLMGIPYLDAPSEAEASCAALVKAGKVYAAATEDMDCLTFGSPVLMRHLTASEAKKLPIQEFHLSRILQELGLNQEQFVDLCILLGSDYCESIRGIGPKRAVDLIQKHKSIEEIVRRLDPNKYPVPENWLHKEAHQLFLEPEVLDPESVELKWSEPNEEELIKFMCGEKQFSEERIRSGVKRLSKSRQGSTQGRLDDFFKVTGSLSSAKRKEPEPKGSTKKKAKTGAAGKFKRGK
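Compounds are tested as a concentration series against 10 nM FEN1; after a 15 min room-temperature preincubation, 50 nM substrate starts cleavage, with plate reads at 0 and 15 min. Normalized responses are fitted by a Hill equation.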
GCN5L2 inh – qHTS Assay for Inhibitors of GCN5L2; GCN5L2 HAT assay, ThioGlo1 CoA-SH fluorescence; Potency, µM (doses to about 58.9 µM), inactives show at the top dose activity change, negative = inhibition, most hits filed as inhibitors; 0.21% of 390,000 active
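Titration-based screen in which CoA formation is detected via maleimide probe ThioGlo1 (50uM) turning fluorescent on thiol reaction; substrates H3(1-25) 75uM and acetyl-CoA 70uM, GCN5L2 20nM, 20 min incubation at room temperature.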
DT40 TDP1 CPT – qHTS for Inhibitors of human tyrosyl-DNA phosphodiesterase 1 (TDP1): qHTS in cells in presence of CPT. chicken DT40 Tdp1-/-;hTDP1 cells + 20 nM CPT, ATP luminescence, 48 h. Potency, µM (highest dose often 46.2 µM), for the others: at the top dose activity change, negative = growth inhibition, most hits filed as inhibitors. 12% of 420,000 active. AID 686979, 2013; note: nearly all actives have a fitted effect of over 55% in size
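Chicken DT40 Tdp1-/- cells complemented with human TDP1, 400 cells/well, exposed to compounds plus 20 nM camptothecin for at least 48 h at 37 C; viability read as ATP content by CellTiter-Glo luminescence.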
* hit, by the source's call; ? = inconclusive; · = no result given; & = joins results of further samples; [ ] = dose if it differs, or a comment. Calls come from the whole dose curve; as a rule, active = well fitted curve in the direction sought with a large enough effect; inconclusive = small, poorly fitted or top-dose-only effect, or another doubt; inactive = no such curve, though single readings can be large; an effect the other way counts as inactive or inconclusive. % is set by controls: 0 for no effect and ±100 for the full control effect; potency is the fitted concentration of half-maximal effect.

SMILES | FEN1 inh | GCN5L2 inh | DT40 TDP1 CPT
CCOc1ccc(N2C(=O)C3ON(C)C(c4ccc([N+](=O)[O-])cc4)C3C2=O)cc1 (configuration not stated) | -10% | 16% | -11%
CN(C)CCCNC(=O)CCc1nc2ccccc2c(=O)[nH]1 | -9% | 18% | -26%
COc1cc2c(cc1OC)C(c1ccc3c(c1)OCO3)C1=C(CC(C)(C)CC1=O)N2 (configuration not stated) | -7% | ? | ?
Cc1ccc(Cl)cc1NC(=O)c1cccc(NC(=O)N2CCSc3ncccc32)c1 | 2% | 0% | -96%
CCN(CC)C(=O)CC(c1ccc2c(c1)OCO2)c1c(O)cc(OC)cc1OC (configuration not stated) | -20%&7% | -9% | ?
CCC(C)c1ccccc1N1CC(C(=O)N2CCN(S(=O)(=O)c3ccc(F)cc3)CC2)CC1=O (configuration not stated) | 0% | -24% | -14%
COC(=O)C(C)Sc1nc(NCc2ccccc2)nc(N(C)C)n1 (configuration not stated) | 3% | -1% | -10%
Cc1noc(C)c1CSc1nnc(-c2ccncc2)n1-c1ccc(Cl)c(Cl)c1 | 7% | 0% | -20%
O=C(COC(=O)CCC(=O)c1ccc(Cl)cc1)NCc1ccco1 | -3% | -24% | 2%
CCCc1cc(=O)[nH]c2nnc(SCC(=O)Nc3nccs3)n12 | 14% | 0% | -18%
COc1ccc(NC(=O)c2ccc3[nH]c(C)cc(=O)c3c2)cc1 | 19% | -4% | 1%
COc1ccc(C2CC(=O)N(CC(=O)Nc3ccc(C(F)(F)F)cc3)c3ccccc3S2)cc1 (configuration not stated) | 8% | -12% | ·
O=C(N/N=C/c1cn[nH]c1-c1ccc(F)cc1)c1ccncc1 | 1% | 0% | 17%
Cn1nnnc1-c1cc(Br)ccc1NC(=O)c1ccccc1 | 6% | 0% | -2%
O=C(CSCc1cccc(Cl)c1)OCc1nc2ccsc2c(=O)[nH]1 | 8% | 2% | -8%
COc1ccc(CC(=O)NCc2nnc(SCC(=O)Nc3nccs3)n2C)cc1 | 3% | 2% | -10%
CN(C)/C=C/c1c([N+](=O)[O-])c2ccc(O)cc2n1-c1ccccc1 | -34% | -19% | -19%
O=C(C1=CC=CN2CCS(=O)(=O)N=C12)N1CCN(c2cccc(Cl)c2)CC1 | 19% | -1% | -19%
CCCCOc1ccc(C(=O)N/C(=C/C=C/c2ccccc2)C(=O)NCCO)cc1 | ? | -5% | -2%
COc1ccc(NC(=O)c2sc3nc(-c4cc5ccc(OC)cc5oc4=O)[nH]c(=O)c3c2C)cc1 | 0% | -3% | -12%
COc1ccccc1N1CCN(C(=O)c2c(-c3ccccc3Cl)noc2C)CC1 | 5% | -2% | ?
COc1ccc(OCCCC(=O)N(C)CC(=O)Nc2c(C)cccc2C)cc1 | -6% | -2% | -11%
COC(=O)c1cc(OC)c(OC)cc1NCC(=O)Nc1cccc(C(F)(F)F)c1 | -22% | -7% | -29%
O=C(CCc1ccccc1)C(=O)N1CCCC(C(=O)c2cccc(Cl)c2)C1 (configuration not stated) | -22% | -3% | ?
COc1ccc(CCNc2nc(C)nc3c2oc2ccccc23)cc1OC | 6% | -14% | 3.7µM*
Carrying on.
SMILES | FEN1 inh | GCN5L2 inh | DT40 TDP1 CPT
CC12CCC(C/C1=N\N=C1\NC(=O)/C(=C\c3ccc(Cl)cc3)S1)C2(C)C (configuration not stated) | ? | -17% | ?
NC(=O)c1ccc(-c2c(-c3ccccc3)sc3ccccc23)cc1 | 0% | -2% | 6%
CCOc1ccccc1NC(=O)CCSc1nc2n[nH]c(C)c2c(=N)n1-c1ccccc1Cl | -3% | 0% | ?
COc1cc(OC)c(C2CC(=O)N3CN(C)CSC3=C2C#N)cc1OC (configuration not stated) | -28% | ? | ?
O=C(COc1ccc(Cl)cc1Cl)NC(=S)N1CCCc2ccccc21 | -2% | 0% | ?
O=C(Nc1ccc(S(=O)(=O)N2CCCC2)cc1)c1ccc(CN2CCOCC2)cc1 | -14% | -20% | ?
CCC(C)(Oc1ccc(C2(c3ccc(OC(C)(CC)C(=O)O)cc3)CCCCC2)cc1)C(=O)O (configuration not stated) | · | -3% | 10%
c1ccc(-c2nn3c(-c4ccco4)nnc3s2)nc1 | 5% | -3% | ?
C/C(=N\OCC(=O)Nc1ccc(OC(F)(F)F)cc1)c1ccc2c(c1)OCCO2 | -13% | -11% | -2%
CCOC(=O)N1CCC(NS(=O)(=O)c2ccc3c(c2)OCC(=O)N3)CC1 | -10% | 0% | ?
COc1cccc(Nc2nc3ccccc3nc2-n2nc(C)cc2C)c1 | -16% | -9% | 0%
CCNC(=S)Nc1cccc(F)c1C | 5% | -1% | -1%
O=C1c2cccc3cccc(c23)C(=O)N1/N=C/c1ccc(O)cc1O | -12% | -3% | -1%
CC(C)Cn1c2c(c(O)c(C(=O)Nn3c(Cc4ccccc4)nc4ccccc4c3=O)c1=O)CCCC2 | -1% | -4% | 5.2µM*
Cc1ccc(NC(=O)CN2C(=O)N/C(=C/c3ccc(N4CCOCC4)cc3)C2=O)cc1 | -7% | -3% | 3%
Cc1ccc2scc(N3CCc4ccccc4C3)c(=O)c2c1 | 0% | -23% | ?
COC(=O)c1cc(NC(=O)COC(=O)C2COc3ccccc3O2)cc(C(=O)OC)c1 (configuration not stated) | 1% | -8% | -1%
C=CC[n+]1ccc2ccccc2c1C | -4% | -10% | -11%
COCCNC(=O)C(=O)NCC1OCCN1S(=O)(=O)c1cc(F)ccc1F (configuration not stated) | -3% | · | 4%
CC1CCCN(Cc2c(O)ccc3c2O/C(=C\c2ccco2)C3=O)C1 (configuration not stated) | ? | -24% | 15µM*
CC(C)(c1ccccc1)c1ccc(OCc2ccc(C(=O)O)o2)cc1 | 0% | -16% | -13%
COc1cccc(CNC(=O)CCCNC(=O)c2ccc(Cl)cc2)c1 | -4% | -18% | -5%
COc1ccc(CNCc2ccccc2C(F)(F)F)cc1 | -17% | -2% | -12%
COc1ccc(-n2ncc3c2ncn2nc(COc4ccc(Cl)cc4)nc32)cc1 | 23% | -1% | -5%
Nc1nnc(CC(=O)N/N=C/c2ccc(-c3ccccc3Cl)o2)s1 | -9% | 57%[activator] | 12%
The listing continues:
SMILES | FEN1 inh | GCN5L2 inh | DT40 TDP1 CPT
O=C(NCCC1CCCCN1S(=O)(=O)c1ccccc1)C(=O)NCc1ccncc1 (configuration not stated) | -1% | -2% | 6%
Cn1cnc(S(=O)(=O)Nc2ccccc2N2CCOCC2)c1 | 0% | 1% | 12%
Cc1ccccc1CN1CCN(CC(=O)NC(C)c2ccccc2)CC1 (configuration not stated) | -2% | 0% | -14%
O=C(O)/C=C(/c1ccccc1)C(F)(F)F | -10% | · | -5%
Cc1ccc(C2CC(=O)n3nc(-c4ccc(F)cc4)nc3S2)cc1 (configuration not stated) | -5% | 2% | ?
O=c1oc(-c2cccc([N+](=O)[O-])c2)nc2ccccc12 | 4% | 3% | -16%
Cc1ccc(N2C(=O)[C@@H]3CSC(c4ccc(Cl)cc4)N3C2=O)cc1 (some centres not stated) | -6% | 0% | 2%
COc1cc(/C=N/Nc2ccccc2C(F)(F)F)ccc1O | -22% | -8% | -2%
COc1ccc(Br)cc1CN1CCN(C(=O)c2ccc(OC)c(OC)c2)CC1 | 11% | -8% | ?
O=c1[nH]nc(-c2ccc(F)cc2)cc1Cc1cccs1 | -1% | -3% | -2%
O=C(COc1ccc(F)cc1)Nc1nnc(-c2ccncc2)s1 | -4% | -12% | -14%
O=C(NC(=S)Nc1cccc(Cl)c1N1CCOCC1)c1cccs1 | 0% | -3% | ?
COc1ccccc1C(=O)N/N=C(\C)c1ccc(NC(=O)C2CC2)cc1 | -2% | 1% | 5%
Cc1ccc(CNC(=O)CCCc2nnc3n(C)c(=O)c4sccc4n23)cc1 | 9% | -8% | ?
Cc1cc(C)n(-c2nc(C)c(C)c(=O)n2CC(=O)Nc2ccc(OC(F)(F)F)cc2)n1 | -1% | -3% | 15µM*
NC(=NC(=O)c1ccc(OC(F)(F)F)cc1)c1ccc(C(F)(F)F)cn1 | 1% | -5% | 4%
Cc1ccc(Nc2ncnc3sccc23)c(C)c1 | 8% | -5% | -21%
Cc1ccc(/C=N/N2C(=O)C3C(C2=O)C2C=CC3C23CC3)o1 (configuration not stated) | -7% | -7% | -7%
COCC(C)n1c(COc2ccccc2F)nnc1SCC(=O)Nc1oc(C)c2c(C)n[nH]c(=O)c12 (configuration not stated) | -6% | 1% | 3%
O=S(=O)(/N=C(\Nc1ccc(F)cc1)C(F)(F)F)c1ccccc1 | -5% | -2% | -9%
O=C(NCC1CC1)C1(C(F)(F)F)CC(CCc2ccccc2)CCCO1 (configuration not stated) | -19%&-5% | · | 21µM*
Cc1ccc(S(=O)(=O)N(CC(=O)Nc2ccc(C)c(Cl)c2)C(=O)N2CCN(C)CC2)cc1 | 8% | 3% | -18%
C=CCOc1ccc(/C=C/C(=O)OCC(=O)NCc2ccco2)cc1 | 2% | -7% | -10%
O=C(C[C@H]1C/C=C\C[C@@H](Cc2ccc(F)cc2)C(=O)O[C@@H](c2ccccc2)CNC1=O)NCCO | -7% | 0% | -11%
Cc1onc(NC(=O)CSCC(=O)O)c1Br | 9% | 1% | -15%
COc1ccc(NC(=O)N(Cc2ccc(C)cc2)Cc2cccnc2)c(OC)c1 | -11% | -3% | ?
O=C(CCl)Nc1ccccc1C(=O)NCc1ccccc1 | -18% | -4% | 23µM*

Assay outcomes: PubChem BioAssay, National Center for Advancing Translational Sciences (NCATS)

An excerpt, so the mix of outcomes need not match the whole.
